Bioassay records from PubChem.
RGS4 inh: human RGS4 inhibition; HEK293 M3R/RGS4 inducible, Fluo-4 calcium flux; hits give high values; triggered by carbachol at its EC20; B-score at 10 µM; actives 0.45% (n = 310,000); AID 463165;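 active means B-score, a plate-corrected calcium signal, over three deviations above library mean, with baseline fluorescence within five deviations of library mean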;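 further: RGS4 expression induced by doxycycline in cells with stable M3 receptor; B-score is computed from the integrated fluorescence ratio over baseline after carbachol; higher B-score means a larger calcium signal and so more RGS4 inhibition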
Target sequence (P49798 whole entry, looked up): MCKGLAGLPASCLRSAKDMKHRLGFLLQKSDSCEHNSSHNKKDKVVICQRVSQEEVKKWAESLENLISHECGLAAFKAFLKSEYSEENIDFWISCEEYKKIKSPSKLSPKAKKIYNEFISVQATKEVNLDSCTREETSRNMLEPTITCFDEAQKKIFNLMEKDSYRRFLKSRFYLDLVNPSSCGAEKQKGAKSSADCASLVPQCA
KCNK9 block: blocks the human KCNK9 two-pore domain potassium channel | actives 1.2% (n = 310,000) | B-score at 10 µM | AID 488922 | Q9NPC2 | HEK293 KCNK9, FluxOR thallium flux fluorescence; hits give low values;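 active means ratio B-score over 3 SD below the library mean, with starting fluorescence within 5 SD of its mean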;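 further: negative B-score means less thallium flux so channel inhibition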
GSK3 alpha inh: blocks human GSK-3 alpha kinase; P49840; ADP-Glo luminescence, 60 min; inhibition, % at 10 µM; actives 0.1% (n = 320,000); AID 2650;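 in the data active means inhibition above about 50%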;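 further: GST-tagged GSK-3 alpha with peptide substrate and 25 µM ATP; 0% = DMSO neutral wells and 100% = GW8510 positive control wells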
KCNK3 inh: human KCNK3 channel inhibition, primary screen; O14649; CHO-KCNK3 thallium flux, FluxOR fluorescence; hits give low values; B-score at 10 µM; actives 0.84% (n = 340,000); AID 602410;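 active means B-score under library mean minus 4 SD, starting fluorescence ratio at most library mean plus 5 SD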;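 further: more negative B-score means stronger inhibition of thallium flux through KCNK3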
KCNQ1 act: potentiates or activates the human KCNQ1 potassium channel. P51787. CHO-K1 KCNQ1, thallium flux FluxOR fluorescence; hits give high values. B-score at 10 µM. actives 0.35% (n = 310,000);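 active means fluorescence ratio B-score, a plate-corrected score, at least three library SD, with initial intensity B-score within 5 SD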
Target sequence (P51787 whole entry, looked up): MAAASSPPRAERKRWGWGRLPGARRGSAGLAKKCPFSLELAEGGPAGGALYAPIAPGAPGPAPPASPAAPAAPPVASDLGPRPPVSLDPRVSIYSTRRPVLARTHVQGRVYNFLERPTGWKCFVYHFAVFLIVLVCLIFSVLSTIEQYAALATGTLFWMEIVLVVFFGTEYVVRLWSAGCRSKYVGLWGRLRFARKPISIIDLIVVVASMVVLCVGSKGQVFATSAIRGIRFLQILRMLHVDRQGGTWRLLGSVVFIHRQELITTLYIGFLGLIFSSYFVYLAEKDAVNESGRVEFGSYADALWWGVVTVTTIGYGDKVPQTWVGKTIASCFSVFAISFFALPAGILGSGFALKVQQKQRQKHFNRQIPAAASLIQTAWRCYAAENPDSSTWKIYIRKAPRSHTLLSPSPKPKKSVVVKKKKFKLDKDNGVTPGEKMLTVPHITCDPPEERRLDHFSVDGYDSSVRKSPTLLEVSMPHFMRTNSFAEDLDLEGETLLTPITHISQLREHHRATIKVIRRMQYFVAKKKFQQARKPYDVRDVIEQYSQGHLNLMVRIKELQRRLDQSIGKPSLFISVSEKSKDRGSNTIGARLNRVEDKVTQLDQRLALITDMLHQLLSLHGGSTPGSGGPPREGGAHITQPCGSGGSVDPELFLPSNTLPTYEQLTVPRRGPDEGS
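Assay system: stable KCNQ1 CHO-K1 line; medium: assay buffer, equal DMSO in all wells; timing: 90 min dye loading and 20 min compound exposure, both at room temperature; technique: kinetic FluxOR thallium fluorescence, 10-s 1-Hz baseline, 110-s post-stimulus read; read-out basis: B score of baseline-normalized fluorescence ratio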
RGS4 pot: RGS4 potentiation or activation; B-score at 10 µM; actives 0.92% (n = 310,000); HEK293 M3R/inducible RGS4, carbachol calcium flux Fluo4; hits give low values;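 active means B-score of the integrated calcium signal more than 4 SD below the library mean, with starting fluorescence not abnormally high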;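 further: negative B-score means reduced calcium response which marks RGS4 activation or potentiation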
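test system = HEK293 cells with stable M3R and inducible RGS4 | schedule = recording 10 s baseline at 1 Hz, 100 s post-agonist | technique = Fluo4-AM (2 µM) calcium-flux fluorescence, kinetic read | measure = Agonist-evoked peak-minus-minimum fluorescence over baseline, integrated ratio, B score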
PolyA inh: yeast polyadenylation inhibition; S. cerevisiae SKY197-pL101 polyadenylation reporter, beta-gal luminescence; efflux-impaired pdr1/pdr3 knockout yeast; score 100 = 6 SD above DMSO; calls only at 12 µM; actives 0.02% (n = 300,000); AID 1875;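 active means lowest replicate activity score at least 50, where 100 means six control SD above control mean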;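 further: yeast exposed to compound for 9 h at 30 °C; higher score means more reporter readthrough which indicates perturbed polyadenylation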
hERG protect: compounds protecting human hERG from proarrhythmic drug block. CHO-hERG, FluxOR thallium flux, dofetilide IC70 present. activation (rescue from dofetilide block), less the hit threshold, % at 10 µM. actives 0.51% (n = 310,000). AID 1511;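 active means activation above the mean of controls blocked by dofetilide plus 5 SD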;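 further: thallium influx through hERG after potassium depolarization seen as dye fluorescence rise; in these data hits start at about 4.7%; inactives centre near -7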
KCNQ1 block: inhibitors of human KCNQ1 potassium channel | CHO-K1 KCNQ1, FluxOR thallium flux fluorescence; hits give high values | B-score at 10 µM | actives 1.3% (n = 310,000);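 active means compounds whose thallium flux B-score, printed positive for inhibition, exceeds three library SD while starting fluorescence stays within three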;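 further: channel opened by potassium depolarization with thallium stimulus after 20 min compound exposure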
DYRK1A inh: blocks rat Dyrk1A kinase activity | ADP-Glo luminescence, NFATc1 peptide | inhibition, % at 12.5 µM | actives 0.43% (n = 310,000) | AID 504441; in the data active means inhibition above about 50%;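 further: plate controls were vehicle with enzyme for no effect and no enzyme for full effect; many of its hits are not listed in these tables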
GSK3B inh: human GSK3beta kinase inhibition; P49841; GST-GSK3beta kinase, ADP-Glo luminescence, 60 min; hits give low values; actives 0.038% (n = 300,000); activity score (negative = inhibition), % at 10 µM; AID 2097;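 active means more than half of replicate wells score below -50%, meaning over 50% inhibition versus plate controls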;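 further: 0% = median DMSO wells and -100% = median GW8510 positive control wells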
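Test system: GST-tagged human GSK3beta kinase, cell-free; evaluation: activity score scaled between in-plate DMSO and GW8510 controls; measured by: ADP-Glo luminescence; incubation: 60 min reaction, RT; benchmarks: DMSO and 20 µM GW8510; reagent: peptide substrate plus 25 µM ATP (final); medium: Tris/MgCl2 kinase buffer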
The depositor's hits bear a star; i = inactive; · = not tested or not shown. This is a subset; the hit share may differ from the screen's.

SMILES	RGS4 inh	KCNK9 block	GSK3 alpha inh	KCNK3 inh	KCNQ1 act	RGS4 pot	PolyA inh	hERG protect	KCNQ1 block	DYRK1A inh	GSK3B inh
Cn1c(CCN2CCCCC2)nc2cc(NS(=O)(=O)c3ccc(Cl)cc3)ccc21	i	i	2.8	i	i	i	i	-19.1	8*	4.0	-0.7
Cc1nn(-c2ccccc2)c(N2CCCCC2)c1/C=N/NC(=O)c1ccncc1	i	i	·	i	i	i	i	-15.2	i	-0.3	-0.6
O=C(N/N=C/c1cccc([N+](=O)[O-])c1)c1c[nH]c2ccccc12	i	i	8.0	i	i	i	i	-7.8	i	-0.6	0.6
c1ccc(-n2cnc3cc(NCc4ccccn4)ccc32)cc1	i	i	1.0	i	i	i	i	-7.7	i	2.2	-0.8
CCc1cc(C(=O)c2ccc(OC)cc2)c(NC(=O)CN2CCN(C)CC2)s1	i	i	11.3	i	i	i	i	-10.2	i	-22.3	-25.5
CC(=O)Nc1ccc(-c2nc3cc(Cl)ccc3o2)cc1	i	i	0.7	i	i	i	i	-7.1	i	·	-1.8
CCOc1ccc(CN(C)CC(=O)NCc2ccccc2Cl)cc1	i	i	-2.3	i	i	i	i	-11.6	i	2.3	-1.4
COC(=O)CSc1nnc(CNS(=O)(=O)c2ccc(C)cc2)n1C	i	i	-0.2	i	i	i	i	-8.7	i	0.4	0.7
NC(=O)COC(=O)c1ccccc1OCc1ccc(Cl)cc1	i	i	0.0	i	i	i	i	-8.6	i	·	-0.8
Cc1ccccc1NC(=O)C1CCCN(S(=O)(=O)c2c(C)noc2C)C1 (stereo not drawn)	i	i	1.4	i	i	i	i	-3.3	i	-3.3	1.2
COCCNc1nc(-c2cc(-c3ccc(Cl)cc3)on2)cc(C(C)C)n1	i	i	0.6	i	i	i	i	-5.4	i	0.6	2.5
CC(=O)c1cccc(CN2CCC(CO)(Cc3ccccc3)CC2)c1	i	i	1.0	i	i	i	·	-1.0	i	-0.6	3.1
COc1ccc(-c2nnc(SCC(=O)N3CCCCC3)o2)cc1OC	i	i	-0.7	i	i	i	i	-11.3	i	-6.9	4.8
O=C1C=C(Nc2ccc(Cl)cc2)CC(c2ccc(Cl)cc2)C1 (stereo not drawn)	i	i	-0.6	i	i	i	i	-3.3	i	·	-0.4
CCn1c(C)c(C)c2cc(C(=O)NCCCN3CCCCCC3)ccc21	i	i	-1.5	i	i	i	i	-6.2	i	4.0	-3.6
CCCOc1ccc(C(=O)CCC(=O)OC(C)C(=O)Nc2ccc(NC(C)=O)cc2)cc1 (stereo not drawn)	i	i	-0.1	i	i	i	i	-15.6	i	8.3	2.4
Cc1nnc(SCc2nc3ccccc3s2)n1-c1ccccc1	i	i	-3.8	i	i	i	i	-0.1	i	·	-1.0
COc1ccc(NC(=O)CSc2nc(O)cc(=O)n2-c2ccc(OC)cc2)cc1	i	i	-0.5	i	i	i	i	-10.7	i	-4.4	·
CC1=NC(C(F)(F)F)(C(F)(F)F)C2=C(CC(C)(C)CC2=O)N1Cc1ccco1	i	i	-2.8	i	i	i	i	1.6	i	-4.2	0.8
CCOc1ccc(-c2nnc(SCC(=O)Nc3ccc4c(c3)c3ccccc3n4CC)n2N)cc1	i	i	-1.0	i	i	i	i	-10.6	i	·	-1.1
O=C(NNC(=O)c1sccc1-n1cccc1)c1cccs1	i	i	-2.9	i	i	i	i	-15.4	i	-1.5	0.5
COc1ccc(CCNC(=O)CCc2ccsc2)cc1OC	i	i	-3.0	i	i	i	i	-4.6	i	2.5	4.1
CCC/C=N/NC(=O)C1COc2ccccc2O1 (stereo not drawn)	i	i	-1.0	i	i	i	i	-9.7	i	·	-1.6
CCn1c(N)c(C(=O)NCC2CCCO2)sc1=S (stereo not drawn)	i	i	-2.6	i	i	i	i	-4.7	i	15.4	1.3
Cc1ccc(-c2c[n+](CC(=O)Nc3cc(=O)n(C)c(=O)n3C)c3n2CCC3)cc1	i	i	-1.5	i	i	i	i	-7.5	i	2.3	-0.5
Cc1cc(C)cc(CC(CC(=O)Nc2ccc(Cl)cc2)C(=O)O)c1 (stereo not drawn)	i	i	-6.2	i	i	i	i	-5.4	i	-3.8	2.6
COc1ccc(-c2cn3cccnc3n2)cc1NC(=O)c1ccc(Br)o1	i	i	-1.3	i	i	i	i	-15.3	i	-4.3	-24.5
COc1cccc(C2C(C(=O)c3cccs3)=C(O)C(=O)N2c2cc(C)on2)c1 (stereo not drawn)	i	i	-1.0	i	i	i	i	-3.1	i	-3.8	6.5
COc1ccc2cc(OCC(=O)NNC(=O)Nc3ccc(OC)c(OC)c3)ccc2c1	i	i	-2.8	i	i	i	i	-7.7	i	·	3.5
Cc1cccc(NC(=O)CSc2nc3ccccc3nc2N2CCCCC2)c1	i	i	-3.2	i	i	i	i	-3.6	8*	3.3	4.9
COCCn1c(C)cc(C(=O)CSc2ccc3ccccc3n2)c1C	i	i	3.8	i	i	i	i	-7.4	i	6.8	2.1
CCCCN(CCCC)CP(=O)(c1ccccc1)c1ccccc1	i	i	-2.2	i	i	i	i	-11.3	i	0.1	2.0
CC(C)(C)c1ccc(OCCNC(=O)Cc2ccc(F)cc2)cc1	i	i	-0.2	i	i	i	i	-8.8	i	-5.0	1.5
CCOC(=O)c1nn(-c2ccc3c(c2)OCCO3)cc1O	i	i	-3.2	i	i	i	i	-16.3	i	·	1.4
COC(=O)CSC(=S)N1CCCC(C)C1 (stereo not drawn)	i	i	6.0	i	i	i	i	-9.1	i	10.8	0.2
Cc1ccc(C(=O)NCCSc2ccc(Cl)cc2)cc1[N+](=O)[O-]	i	i	-3.4	i	i	i	i	-23.4	i	4.1	3.4
CCCN(CC(=O)Nc1ccccc1OC)C(=O)c1cc(S(=O)(=O)NCc2ccccc2)ccc1C	i	i	-2.4	i	i	i	i	-19.8	i	-7.6	-3.0
Cc1cc(C)n(CCC(=O)N/N=C/c2ccc(Cl)c([N+](=O)[O-])c2)n1	i	i	4.4	i	i	i	i	-12.1	7*	-1.7	0.5
O=S(=O)(c1ccc(OCC(O)CNCc2ccco2)c(Cl)c1)N1CCOCC1 (stereo not drawn)	i	i	0.2	i	i	i	i	-6.6	i	18.9	-1.0
CS(=O)(=O)N(CC(=O)N1CCN(c2ccc(F)cc2)CC1)C1CCCCC1	i	i	-3.5	i	i	i	i	-6.3	i	33.0	-0.3
COc1cccc2sc(N(CCCN(C)C)C(=O)C(c3ccccc3)c3ccccc3)nc12	i	i	8.2	i	i	i	i	-25.6	i	1.3	-11.3
NC(=O)NOCc1ncc(C(F)(F)F)cc1Cl	i	i	1.0	i	i	i	i	-5.3	i	-26.8	0.4
CC1CCCC(C)N1CC(O)COc1ccc(Cl)cc1 (stereo not drawn)	i	i	-3.6	i	i	i	i	-9.8	i	-1.6	-1.3
COc1ccccc1CNc1ccc(CNc2ncn[nH]2)cc1	i	i	-1.8	i	i	i	i	-4.8	i	-1.5	0.4
CN(C)S(=O)(=O)c1cccc2nsnc12	i	i	-0.1	i	i	i	i	-0.6	i	-6.2	1.4
CC(C)(C)NS(=O)(=O)c1ccc(OCC(=O)Nc2ccc3c(c2)OCCO3)cc1	i	i	-2.1	i	i	i	i	-9.2	i	-7.8	-1.5
COC(=O)N1[C@H](Cc2ccccc2)C=C[C@]1(C)C(=O)O	i	i	-3.9	i	i	i	i	-10.6	i	-1.3	-0.3
CC(=O)N1CCC(C(=O)Nc2nc(-c3ccccc3)ns2)CC1	i	i	0.6	i	i	i	i	-4.7	i	7.0	-1.0
Cc1ccccc1-c1nnc(CS(=O)(=O)c2ccccc2)o1	i	i	0.1	i	i	i	i	-10.9	i	-1.7	·
O=C(NCc1ccccn1)c1ccc(CNS(=O)(=O)c2cccc(Cl)c2)cc1	i	i	0.5	i	i	i	i	-5.8	i	-0.7	0.0
CC1CCN(Cc2cc(=O)oc3cc4c(cc23)CCCC4)CC1	i	i	-1.2	i	i	i	i	-11.4	i	-2.4	0.7
COC(=O)c1ccc(Oc2ccc(C(C)(C)C)cc2)c([N+](=O)[O-])c1	i	i	0.2	i	i	i	i	-9.8	i	5.6	-3.6
CC(C)C(=O)Nc1ccc2c(c1)C(=O)N(CCC(=O)O)C2=O	i	i	1.6	i	i	i	i	-1.2	i	11.2	-1.7
NS(=O)(=O)c1ccc(NC(=S)NC(=O)c2cccc(Br)c2)cc1	i	i	·	i	i	i	i	-3.0	i	8.4	-0.9
O=C(c1cccc(S(=O)(=O)N2CCCC2)c1)N1CCCC(C(F)(F)F)C1 (stereo not drawn)	i	i	4.5	i	i	i	i	-12.4	i	·	-4.8
CS(=O)(=O)N1N=C(c2ccco2)CC1c1ccc(Cl)cc1 (stereo not drawn)	i	i	4.1	i	i	i	i	-1.9	i	-2.2	-3.0
CCN(CC)S(=O)(=O)c1ccc(C(=O)OCC(=O)NCCN2C(=O)CSC2=O)cc1	i	i	0.3	i	i	i	i	-12.8	i	1.8	1.0
COC(=O)c1ccc(CSc2nc3ccc(S(=O)(=O)N4CCOCC4)cc3[nH]2)cc1	i	i	0.5	i	i	i	i	-8.2	i	1.6	-0.9
O=C(NC1CCCCC1)C(=S)NCc1ccccc1	i	i	-1.4	i	i	i	i	-10.7	i	2.6	-1.5
COc1cc(-c2noc(C)c2C(=O)NCCc2c[nH]c3ccccc23)cc(OC)c1OC	i	i	-1.7	i	i	i	i	-5.7	i	1.4	3.6
(further entries)
SMILES	RGS4 inh	KCNK9 block	GSK3 alpha inh	KCNK3 inh	KCNQ1 act	RGS4 pot	PolyA inh	hERG protect	KCNQ1 block	DYRK1A inh	GSK3B inh
Cn1c(Cn2c(=O)sc3ccccc32)nnc1SCC(=O)N1CCCC1	i	i	0.0	i	i	i	i	1.6	i	12.0	-3.6
O=C(NC1CCCc2c1cnn2-c1ccccc1F)c1ccccc1N1CCOCC1 (stereo not drawn)	i	i	-1.9	i	i	i	i	-8.0	i	6.2	5.8
Cc1cc(NN)nc(NS(=O)(=O)c2ccc(Cl)cc2)n1	i	i	-0.3	i	i	i	i	-5.3	i	-6.4	-2.6
COc1cc(Cl)c(S(=O)(=O)N2CCOCC2)cc1Cl	i	i	-2.7	i	i	i	i	-12.3	i	-3.4	-3.0
Cc1ccc2c(c1)NCC(C(=O)NCc1ccccc1)O2 (stereo not drawn)	i	i	-1.9	i	i	i	i	-6.3	i	3.3	-3.0
